BCR signal inh – qHTS Assay to Find Inhibitors of Chronic Active B-Cell Receptor Signaling | ABC-DLBCL IkBa-CBG/CBR reporter, luminescence ratio, 4 h | actives 0.05% (n = 340,000) | AID 493014, 2011 | Potency, µM (top dose mostly 46.1 µM), for the others: at the highest dose ratio change, negative = lower green/red ratio, most hits filed as inhibitors; active = well fitted inhibition curve with a large enough effect in the signal ratio, with a control signal flat, not every such curve was filed as active; inconclusive = small, poorly fitted or top-dose-only effect, or effect the other way, or a change in a side signal; the % refers to the signal ratio;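 note: potency is the fitted concentration of half-maximal effect; plate controls were basal doxycycline-induced cells for no effect and cells given 10 µM MG132 for full effect; MG132 reads +100%, hits lower the ratio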
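Concentration-response series (up to 46 uM) were applied to TMD8 dual-reporter cells for 4 h at 37C with doxycycline. Green/red ratio, after filter-overlap correction, defined %Activity; red signal alone was normalised to basal cells and zero luminescence.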
USP2a block – qHTS Assay for Inhibitors of Ubiquitin-specific Protease USP2a Using CHOP2 as the Reporter | Potency, µM (doses to about 38.3 µM), for the others: at the top dose activity change, negative = inhibition, most hits filed as inhibitors | AID 463254, 2010 | USP2 core, Ub-CHOP2 coupled fluorogenic reporter, 485/531 | actives 0.01% (n = 330,000) | Ubiquitin carboxyl-terminal hydrolase 2 (Homo sapiens), O75604;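 note: potency is the fitted concentration of half-maximal effect; plate controls were DMSO wells for no effect and full inhibition by NEM control for full effect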
Target sequence (O75604 whole entry, looked up): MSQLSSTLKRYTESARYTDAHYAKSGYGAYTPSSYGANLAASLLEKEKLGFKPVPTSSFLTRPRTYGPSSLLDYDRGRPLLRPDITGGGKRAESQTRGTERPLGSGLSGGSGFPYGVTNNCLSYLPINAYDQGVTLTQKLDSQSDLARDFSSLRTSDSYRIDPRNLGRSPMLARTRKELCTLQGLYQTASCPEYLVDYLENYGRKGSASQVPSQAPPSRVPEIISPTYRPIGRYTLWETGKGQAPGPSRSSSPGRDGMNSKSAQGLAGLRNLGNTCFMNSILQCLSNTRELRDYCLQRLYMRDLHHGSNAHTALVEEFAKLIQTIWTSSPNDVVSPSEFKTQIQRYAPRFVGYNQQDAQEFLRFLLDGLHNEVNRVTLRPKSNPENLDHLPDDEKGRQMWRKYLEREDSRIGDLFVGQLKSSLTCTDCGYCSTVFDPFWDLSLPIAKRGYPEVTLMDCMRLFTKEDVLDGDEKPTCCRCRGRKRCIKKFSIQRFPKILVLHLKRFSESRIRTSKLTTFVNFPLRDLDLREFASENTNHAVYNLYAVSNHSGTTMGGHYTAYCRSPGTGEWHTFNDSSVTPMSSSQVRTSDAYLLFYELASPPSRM
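Cell-free coupled assay: 10nM USP2 core preincubated 30min RT with compound in Tris-HCl pH 8.0/CaCl2/CHAPS buffer, then 25nM Ub-CHOP2 and 25nM reporter substrate; fluorescence (Ex 485/Em 531) read after 60min RT, normalized to NEM inhibition, concentration-response curves fitted.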
ASM inhibitor – Inhibitors of Secretory Acid Sphingomyelinase (S-ASM): qHTS | AID 504937, 2011 | placental ASM, HMU-PC fluorogenic substrate, 60 min | actives 0.006% (n = 340,000) | Sphingomyelin phosphodiesterase (Homo sapiens), P17405 | Potency, µM (highest dose often 57.5 µM), for the others: at the highest dose activity change, negative = inhibition, usual class: inhibitors; note: potency is the fitted concentration of half-maximal effect
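Steps: dispense placental human ASM, pin compound, wait 10 min at room temperature, add HMU-PC0 substrate at 9 uM final, incubate 60 min at 37 °C, add stop solution raising pH to 10, read fluorescence.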
Eya2 inh – qHTS Assay for Inhibitors of the Phosphatase Activity of Eya2; Protein phosphatase EYA2 (Homo sapiens), O00167; recombinant Eya2, OMFP fluorescence dephosphorylation (OMFP is methylfluorescein phosphate); Potency, µM (titrated, usually from 76.9 µM), inactives show at the top dose activity, negative = inhibition, hits mostly inhibitors; actives 0.006% (n = 330,000); note: potency is the fitted concentration of half-maximal effect; % is set by controls: 0 for no effect and ±100 for the full control effect
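Eya2 protein (added as 0.2 uM solution) was preincubated with compound for 10 min at ambient temperature in 50 mM HEPES pH 7.5, 50 mM NaCl, 5 uM MgCl2, 0.05% BSA, 1 mM DTT. OMFP (added at 50 uM) then reacted 10 min; fluorescence read at 485/525 nm.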
KCNH2 WT inh – qHTS for Inhibitors of KCHN2 3.1: Wildtype qHTS | activity change, % at 1.84 µM | actives 0.37% (n = 340,000) | U2OS, BacMam KCNH2, thallium flux FluxOr; stronger effect = lower value | AID 720551, 2013 | Voltage-gated inwardly rectifying potassium channel KCNH2 (Homo sapiens), Q12809;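 active = maximum activity change below -70%; inconclusive = maximum activity change between -70% and -50%; inactive = maximum activity change above -50%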; note: % is set by controls: 0 for no effect and ±100 for the full control effect
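U2OS cells transduced with wild-type KCNH2 virus are loaded with FluxOr dye for 45 min, and thallium flux is measured in kinetic reads before and after stimulation buffer. Rate constants are normalized to DMSO controls.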
TSHR antag – Antagonists of the Thyroid Stimulating Hormone Receptor: HTS campaign; Thyrotropin receptor (Homo sapiens), P16473; TSHR-expressing cells, TSH-stimulated cAMP HTRF, 2 h; stronger effect = lower value; activity change, negative = inhibition, % at 11.5 µM; actives 0.2% (n = 330,000); AID 504810, 2011;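 active = activity change below a set negative limit, meaning inhibition stronger than a set level, cut at about -70% in these data; inconclusive = activity change between two set negative limits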; note: % is set by controls: 0 for no effect and ±100 for the full control effect
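Cell-based HTRF cAMP assay; TSHR cells + compound, TSH EC80 (4nM final), 2 h, 37 deg C. Lysis with anti-cAMP cryptate and cAMP-d2, 30 min RT, read 665/620 nm.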
Menin MLL FP TR – qHTS Assay for Inhibitors Targeting the Menin-MLL Interaction in MLL Related Leukemias: Competition With Texas Red Labeled MLL-derived Mutant Peptide | O00255 | Menin + Texas Red MLL mutant peptide, fluorescence polarization | Potency, µM (series often up to 61.6 µM), for inactives: at the top dose FP activity change, negative = inhibition, usual class: inhibitors | actives 0.23% (n = 270,000) | AID 1768, 2009; active = well fitted inhibition curve with a large enough effect in the polarisation, with a control signal flat, not every such curve was filed as active; inconclusive = small, poorly fitted or top-dose-only effect, or effect the other way, or a change in a side signal; inactive = no such curve, though single readings can be large or run the other way; the % refers to the polarisation; note: potency is the fitted concentration of half-maximal effect; % of control where 0% means no effect; many of its hits are not listed in these tables
GALK inhibitor – qHTS Assay for Inhibitors of Human Galactokinase (GALK); Purified GALK, Kinase-Glo residual ATP luminescence; Potency, µM (titrated, usually from 57.5 µM), for inactives: top-dose activity change, negative = inhibition, actives largely listed as inhibitors; actives 0.007% (n = 270,000); note: potency is the fitted concentration of half-maximal effect; % is set by controls: 0 for no effect and ±100 for the full control effect
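Quantitative HTS: GALK 5 nM, ATP 35 uM, galactose 100 uM, 1 h room temperature, then luciferase-based ATP detection.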
PKM2 act – qHTS Assay for Activators of Human Muscle isoform 2 Pyruvate Kinase; Pyruvate kinase PKM (Homo sapiens), P14618; purified PKM2, Kinase-Glo ATP luminescence, activation; response scale: 0% is enzyme alone, no compound; Potency, µM (highest dose often 57.5 µM), inactives show top-dose activation, most hits filed as activators; actives 0.34% (n = 260,000); note: potency is the fitted concentration of half-maximal effect; % is set by controls: 0 for no effect and ±100 for the full control effect; nearly all actives have a fitted effect of over 55% in size
Target sequence (P14618 whole entry, looked up, canonical isoform): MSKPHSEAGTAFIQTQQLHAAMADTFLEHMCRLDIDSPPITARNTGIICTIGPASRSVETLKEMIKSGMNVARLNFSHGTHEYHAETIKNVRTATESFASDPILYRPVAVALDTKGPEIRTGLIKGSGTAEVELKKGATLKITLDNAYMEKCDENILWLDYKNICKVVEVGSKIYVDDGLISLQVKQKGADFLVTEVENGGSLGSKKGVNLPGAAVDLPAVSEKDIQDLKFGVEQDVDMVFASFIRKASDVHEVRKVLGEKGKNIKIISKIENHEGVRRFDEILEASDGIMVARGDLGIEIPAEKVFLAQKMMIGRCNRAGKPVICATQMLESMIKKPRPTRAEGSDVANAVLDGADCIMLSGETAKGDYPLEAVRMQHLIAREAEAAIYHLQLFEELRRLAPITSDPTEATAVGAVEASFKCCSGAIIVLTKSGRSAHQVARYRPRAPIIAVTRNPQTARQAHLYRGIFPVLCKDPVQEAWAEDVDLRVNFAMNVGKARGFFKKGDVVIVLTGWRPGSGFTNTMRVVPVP
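Purified hPK-M2 (>95%) run at intermediate activity with 0.1 mM ADP and 0.5 mM PEP in 50 mM imidazole pH 7.2, KCl, MgCl2; 1 h room temperature. ATP formed read by Kinase-Glo luminescence; normalized to uninhibited and no-enzyme controls.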
Mito fusion yeast – qHTS Assay for Small Molecule Inhibitors of Mitochondrial Division or Activators of Mitochondrial Fusion; S. cerevisiae fusion-defective mutant growth rescue, CellTiterGlo 48 h; Potency, µM (series often up to 46.1 µM), for inactives: top-dose growth rescue (activation), hits mostly activators; actives 0.23% (n = 320,000);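 note: potency is the fitted concentration of half-maximal effect; % of control where 0% means no effect; nearly all actives have a fitted effect of over 45% in size; temperature-sensitive fusion mutants such as fzo1-1 at 37 °C on non-fermentable ethanol glycerol medium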
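Read-out: ATP-based luminescence (CellTiterGlo, 10 min ambient) reporting growth of fusion-defective ts yeast after 48 hours at 37C on glycerol/ethanol YPEG medium in the presence of compound.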
MBNL1-CUG inh – qHTS Assay for Inhibitors of MBNL1-poly(CUG) RNA binding | TR-FRET MBNL1-His/biotin-(CUG)12 binding, 665/545 ratio | actives 0.036% (n = 280,000) | Muscleblind-like protein 1 (Homo sapiens), Q9NR56 | Potency, µM (series often up to 57.5 µM), for the others: at the highest dose activity change, negative = inhibition, usual class: inhibitors; active = well fitted inhibition curve with a large enough effect in the signal ratio, with a control signal flat, not every such curve was filed as active; inconclusive = small, poorly fitted or top-dose-only effect, or effect the other way, or a change in a side signal; inactive = no such curve, though single readings can be large or run the other way; the % refers to the signal ratio; note: potency is the fitted concentration of half-maximal effect; % is set by controls: 0 for no effect and ±100 for the full control effect
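His-tagged MBNL1 binding to biotinylated (CUG)12 RNA was measured by TR-FRET using terbium anti-His antibody (0.055 ng/ul final) and streptavidin-XL665 (5 nM final). Compounds were titrated 92 nM to 58 uM; 60 min at room temperature.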
* = called active by the depositor; i = inactive; u = inconclusive; x = no result given; [ ] = another dose, or the depositor's remark. Unless noted, calls come from the whole dose curve; as a rule, active = well fitted curve in the direction sought with a large enough effect; inconclusive = small, poorly fitted or top-dose-only effect, or another doubt; inactive = no such curve, though single readings can be large; an effect the other way counts as inactive or inconclusive.

SMILES	BCR signal inh	USP2a block	ASM inhibitor	Eya2 inh	KCNH2 WT inh	TSHR antag	Menin MLL FP TR	GALK inhibitor	PKM2 act	Mito fusion yeast	MBNL1-CUG inh
Cc1cccc(-c2nnc(NC(=O)c3cccs3)s2)c1	u	0%	3%	0%	-2	-3	-3%	x	1%	1%	33%[activator]
Cc1ccccc1N1C(=O)c2ccccc2C1O (stereo not drawn)	1%	4%	-2%	u	8	23	u	4%	x	4%	8%
COc1ccc(-c2nn(-c3ccccc3)cc2/C=C/C(=O)N2CCOCC2)cc1OC	u	-1%	-3%	-17%	-7	6	0%	4%	1%	17%	u
O=[N+]([O-])c1ccc(S(=O)(=O)c2ccccc2)nc1	u	-1%	4%	-1%	-1	-98*	x	-3%	x	-120%[inhibitor]	u
COc1ccc(Br)cc1-c1noc(-c2ccncc2)n1	u	3%	1%	0%	-2	7	-8%	-2%	-18%	0%	37%[activator]
Cc1cccc(-c2nc3c(c(SCC(=O)N4CCOCC4)n2)CCCC3)c1	8%	-1%	0%	-11%	13	-2	5%	-2%	2%	1%	-11%
COc1ccc2c(c1)NC1(O)c3ccccc3C(=O)C21O (stereo not drawn)	5%	3%	1%	-1%	0	-7	2%	1%	0%	0%	1%
O=C(O)c1cnc(-c2ccccc2)nc1Oc1ccc(Cl)cc1	1%	-2%	6%	-5%	1	-6	21%	-3%	-2%	15%	0%
Cc1ccccc1C(=O)NNC(=O)C1CCN(C(=O)Nc2ccccc2)CC1	u	0%	0%	-19%	-7	1	x	x	x	-3%	x
CCc1ccc(C2c3[nH]c4ccccc4c3CCN2C(=O)c2ccc(=O)n(C)n2)cc1 (stereo not drawn)	-10%	1%	-9%	-12%	i	-8	0%	-1%	4%	-9%	16%
CC1CCN(C(=O)C2CCN(S(=O)(=O)c3cnc[nH]3)CC2)CC1	-4%	1%	0%	-4%	-1	1	10%	2%	1%	-4%	8%
Cc1sc2nc(SCC(=O)NCCO)n(C)c(=O)c2c1C	u	5%	8%	15%	-19	3	4%	0%	8%	-2%	2%
O=C(Nc1ccc(N2CCCCC2)cc1)c1ccc2c(c1)OCCO2	u	3%	3%	-8%	-12	-20	-1%	-1%	-4%	6%	-2%
NC(CCCCCP(=O)(c1ccccc1)c1ccccc1)C(=O)O (stereo not drawn)	0%	3%	3%	0%	13	3	x	7%	0%	-2%	x
O=C(Nc1ccccc1C(=O)O)c1cc(S(=O)(=O)N2CCOCC2)cs1	-5%	2%	6%	25%	i	-2	-20%	12%	6%	10%	1%
Cc1cc(C)nc(Nc2ccc(N3CCOCC3)cc2)n1	8%	4%	0%	-4%	-11	-2	-7%[11.7 µM]	0%	-14%	1%	-8%
Cc1c(C(=O)Nc2ccccc2)cn2c(nc3ccccc32)c1C#N	4%	0%	108%[activator]	7%	4	-4	-24%	-3%	-2%	1%	15%
O=C(N/N=C/c1cc(Br)ccc1OC(=O)c1ccc(Br)cc1)c1ccncc1	1%	2%	-6%	-5%	-5	2	x	-2%	x	2%	14%
COc1ccc(N(CC(=O)N/N=C(\C)CCc2ccccc2)S(=O)(=O)c2ccc(C)cc2)cc1	-1%	-2%	-1%	-5%	5	12	x	4%	-10%	-6%	-6%
CC1CCCN(CCC(=O)Nc2ccc3c(c2)CCC3)C1 (stereo not drawn)	-23%	-1%	4%	0%	6	4	-10%	0%	5%	-1%	-7%
CN1C(=O)c2ccc(C(=O)NCc3ccccn3)cc2C1=O	1%	2%	1%	-1%	-1	11	x	0%	-2%	0%	u
NC(=O)CN1C(=O)C(=O)N(Cc2ccccc2)C1=O	3%	6%	5%	9%	-3	8	-2%	-6%	x	13%	-3%
Cc1ccc(C(=O)NC2CCN(CC(=O)Nc3cccc([N+](=O)[O-])c3)CC2)cc1	-2%	10%	-1%	18%	28	-4	-1%	1%	2%	0%	u
CCCCc1ccc(S(=O)(=O)NNC(=S)NCc2ccco2)cc1	-3%	0%	-6%	-6%	47	-5	-15%	2%	-1%	-7%	17%
COCCN(CC(=O)Nc1cccc(C)c1C)C(=O)C1(c2ccccc2)CC1	1%	0%	5%	2%	-6	-4	x	x	x	x	x
Cc1cccc([C@@H]2[C@@H]3C(=O)N(Cc4ccccc4)C(=O)[C@@H]3[C@]3(Cc4ccccc4)C(=O)N(c4ccccc4)C(=O)N23)c1	u	3%	6%	-9%	-6	9	x	x	x	4%	x
COC(=O)C(NC=O)C(O)(Cc1ccccc1)C(F)(F)F (stereo not drawn)	0%	4%	2%	8%	-4	-4	12%	4%	-3%	-9%	-7%
O=C(Nc1ccc(F)cc1)C(c1ccccc1)N1CCN(S(=O)(=O)c2ccccc2)CC1 (stereo not drawn)	-10%	-5%	3%	-2%	26	6	-7%	1%	-3%	7%	2%
C/C(=N\N=C(/N)SC1CC(=O)N(c2ccccc2)C1=O)c1cccs1 (stereo not drawn)	-12%	-1%	-28%	-4%	5	2	u	-11%	2%	4%	8%
COC(=O)c1ccc(OC(=O)C2CC(=O)N(c3cccc(C)c3)C2)cc1 (stereo not drawn)	-3%	1%	2%	4%	3	6	16%	1%	4%	u	-3%
Nc1ccn(C2CC(O)C(CO)O2)c(=O)n1 (stereo not drawn)	-3%	2%	-1%	15%	-6	16	-7%	x	0%	0%	6%
COC(=O)C1(C)NC(c2ccco2)C2C(=O)N(c3ccc(C)cc3)C(=O)C21 (stereo not drawn)	-4%	2%	4%	2%	-2	12	14%	-1%	1%	-6%	1%
COc1ccc(C2(C(=O)NCc3ccccc3Cl)CCOCC2)cc1OC	1%	2%	0%	1%	-3	-13	4%	1%	2%	3%	0%
CC1CCN(C(=O)COc2ccc(S(=O)(=O)N3CCOCC3)cc2)CC1	0%	1%	6%	-11%	4	17	x	x	x	3%	x
[N-]=[N+]=NCCN1CCN(Cc2ccccc2)CCC1=O	3%	-1%	3%	17%	-15	0	12%	x	-5%	0%	-9%
COc1ccc(CN2CCC(Cc3ccccc3)CC2)c(C)c1C	1%	2%	-1%	-1%	40	15	x	3%	7%	-2%	-6%
CC(C)NC(=O)C1CCCN(S(=O)(=O)c2ccc(-n3cnnn3)cc2)C1 (stereo not drawn)	-3%	3%	-1%	-32%	-24	-1	-4%	-1%	2%	4%	-5%
CC(=O)Nc1ncc(N=Nc2cccc(C(F)(F)F)c2)s1	-5%	2%	-3%	-7%	7	-4	u	-2%	x	10%	7%
Cc1c(C(=S)Nc2ccccc2)cnn1-c1ccccc1	u	-1%	-2%	-24%	-8	-9	13%	0%	0%	-13%	-8%
COc1ccc(NC(=O)c2ccc(C)cc2)c(OC)c1	-4%	2%	x	-4%	-170*	6	3%	2%	-8%	0%	x
CC(=O)c1cccc(N2C(=NC(=O)C3CCCCC3)SC3CS(=O)(=O)CC32)c1 (stereo not drawn)	1%	-2%	0%	-7%	-2	-7	12%	-1%	x	-2%	6%
CC(C)N(Cc1nc(-c2ccccc2)no1)C(=O)Cc1ccccc1	-5%	2%	-4%	6%	0	-10	-6%[11.7 µM]	3%	-23%	13%	3%

Only part of the results is shown; rates above refer to the full screens.
